GCN5L2 inh: GCN5L2 (KAT2A) acetyltransferase inhibition. Q92830. GCN5L2 HAT assay, ThioGlo1 CoA-SH fluorescence. Potency, µM (series often up to 58.9 µM), without a hit: at the top dose activity change, negative = inhibition, hits mostly inhibitors. hit rate 0.21% among 390,000. AID 504327
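ThioGlo1-coupled HAT assay: 20nM GCN5L2, 70uM acetyl-CoA, 75uM H3(1-25) peptide, pH 7.5. Fluorescence read at 340/540nm at start and after 20 min at room temperature.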
FEN1 inhibitor: blocks human flap endonuclease 1 | hit rate 0.35% among 390,000 | P39748 | Recombinant FEN1 flap cleavage, fluorescence, 15 min | Potency, µM (doses to about 114 µM), for inactives: at the highest dose activity change, negative = inhibition, hits mostly inhibitors | AID 588795; also: nearly all actives have a fitted effect of over 65% in size
Target sequence (P39748 whole entry, looked up): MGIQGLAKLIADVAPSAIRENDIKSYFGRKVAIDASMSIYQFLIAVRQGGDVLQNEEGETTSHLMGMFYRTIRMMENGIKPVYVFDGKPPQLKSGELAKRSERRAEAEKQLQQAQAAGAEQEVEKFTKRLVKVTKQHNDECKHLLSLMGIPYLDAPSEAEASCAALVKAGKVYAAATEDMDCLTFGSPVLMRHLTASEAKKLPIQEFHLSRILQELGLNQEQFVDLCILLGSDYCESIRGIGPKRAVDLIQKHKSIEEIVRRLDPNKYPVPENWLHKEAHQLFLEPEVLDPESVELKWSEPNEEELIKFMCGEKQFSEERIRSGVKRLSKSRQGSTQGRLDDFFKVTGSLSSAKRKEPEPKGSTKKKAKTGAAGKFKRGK
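With each library titrated from low to high concentration, compounds met 10 nM FEN1 for 15 min at room temperature before 50 nM substrate was added; readings at 0 and 15 min fed four-parameter Hill curve fits.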
DT40 TDP1 CPT: growth inhibition of DT40 Tdp1-/-;hTDP1 cells with camptothecin (screen for TDP1 inhibitors) | chicken DT40 Tdp1-/-;hTDP1 cells + 20 nM CPT, ATP luminescence, 48 h | AID 686979 | Potency, µM (highest dose often 46.2 µM), for inactives: top-dose activity change, negative = growth inhibition, most hits filed as inhibitors | hit rate 12% among 420,000; also: nearly all actives have a fitted effect of over 55% in size
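Chicken DT40 Tdp1-/- cells stably complemented with human TDP1 were seeded at 400 cells/well in medium containing 20 nM camptothecin, exposed to pin-transferred compounds, and grown at 37 °C for at least 48 hr. Viability was read as ATP luminescence.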
The depositor's hits bear a star; ? = inconclusive; nt = no result given; & = joins results of further samples; [ ] = dose if it differs, or a comment. Calls follow the shape of the dose curve; as a rule, active = well fitted curve in the direction sought with a large enough effect; inconclusive = small, poorly fitted or top-dose-only effect, or another doubt; inactive = no such curve, though single readings can be large; an effect the other way counts as inactive or inconclusive. % is scaled to controls: 0 for no effect and ±100 for the full control effect; potency is read from the fitted curve at half-maximal effect. A portion of the library; rates above refer to the full screens.

Compound,DT40 TDP1 CPT,FEN1 inhibitor,GCN5L2 inh
CCN(CC(=O)NCc1cccs1)C(=O)c1ccc(C)o1,-10%,5%,-2%
COc1ccc(NC(=O)COc2ccc(S(=O)(=O)NC3CCCCC3)cc2)c(OC)c1,15µM*,20%,3%
CCOC(=O)C(NC(C)=O)C(=O)Nc1ccc(OC)cc1 (stereo unspecified),-8%,2%,17%
CCN(CC(=O)Nc1c(F)cccc1F)C(=O)c1cccc(S(=O)(=O)N2CCCCCC2)c1,-20%,-14%,-14%
Cc1nnc(SCc2cn3ccsc3n2)n(N)c1=O,-1%,-2%,1%
CCOc1ccccc1N(C(=O)c1snc(C(N)=O)c1N)C(C(=O)NCc1ccccc1)c1ccc(O)cc1 (stereo unspecified),23µM*,15%,-9%
Cc1c(Cl)c([N+](=O)[O-])nn1CC(=O)NCc1ccco1,-10%,-2%,-17%
O=C(NCc1ccccc1)c1cccc(NC(=O)C2CCCC2)c1,?,14%,nt
Cc1nnc(NC(=O)c2ccc(S(=O)(=O)N(C)c3ccccc3)cc2)s1,-22%,2%,-6%
O=C(O)C(c1ccccc1)C(c1ccccc1)c1ccccc1 (stereo unspecified),-9%,17%,-3%
COc1ccc(CCNC(C(=O)Nc2cc(C)cc(C)c2)c2ccccc2)cc1 (stereo unspecified),?,-4%,-14%
CCn1c(SCC(=O)N/N=C/c2cc(OC)c(O)c(OC)c2)nc2ccccc21,-4%,4%,1%
CC(C)CNS(=O)(=O)c1ccc(CCC(=O)N2CCCC2)cc1,22%,20%,-6%
Cc1ccc2nc(N3CCN(c4ccccc4F)CC3)c(C=O)c(=O)n2c1,-12%,-19%,-16%
O=C(CCc1ccc(S(=O)(=O)N2CCOCC2)cc1)N/N=C/c1ccc(F)cc1F,-26%,-1%,-3%
COc1ccc(NC(=O)c2cc(C)nc3ccccc23)cc1S(=O)(=O)N1CCOCC1,0%,-3%,-9%
CCc1ccc2c(c1)C(c1ccc(N3CCOCC3)cc1)=NNC(c1ccncc1)=N2,-15%,2%,1%
Cn1c2ccccc2c(=O)c2c(=O)n(Cc3ccccc3)c(-c3ccc(F)cc3)nc21,-12%,2%,1%
COc1ccccc1C(=O)NCCc1c(C)[nH]c2c(C)ccc(F)c12,-14%,-1%,-1%
C/C(N)=C(/C#N)C(=O)COC(=O)c1cc(S(=O)(=O)N2CCCCC2)ccc1C,-20%,2%,-6%
CC(C)CC(=O)Nc1ccc2nc(SCC(=O)N3CCCC3)sc2c1,23µM*,-7%,-4%
Cc1cc(N2CCC(C)CC2)nc(-c2ccccc2O)n1,-25%,-22%,0%
CC(C)N=Cc1c(O)[nH]c2ccccc12,-2%,2%,-2%
Cc1[nH]c2ccc(C(=O)OCCN(C)C)cc2c1C,-4%,1%,-20%
O=C(N/N=C/c1ccc(Cl)cc1Cl)c1ccncc1,15%,-1%,-9%
Cc1ccc(C)c(NS(=O)(=O)c2cc3c(cc2Cl)NC(=O)CO3)c1,?,-1%,-11%
COC(=O)c1cc2c(-c3ccccc3)cc3ccccn3c-2c1C(=O)OC,?,?,-7%
O=C1OCCC1Sc1nc2ccccc2n1-c1ccccc1 (stereo unspecified),3%,4%,-6%
Cc1cc([N+](=O)[O-])nn1CC(=O)NCc1ccc(Cl)cc1,-15%,-7%,2%
Cc1cc(C=O)c(C)n1-c1ccc(N2CCOCC2)c([N+](=O)[O-])c1,?,-16%,2%
CC(=O)C1=C(C)NC(=S)NC1c1cc([N+](=O)[O-])ccc1O (stereo unspecified),-1%,-11%,-4%
O=C(Nc1ccc(Oc2ccccc2)nc1)C1CCCCN1Cc1cccc(OCCO)c1 (stereo unspecified),-2%,-16%,-4%
CCCOc1ccc(CC(=O)N/N=C\c2ccc(F)cc2)cc1,-23%,-5%,-9%
CCCCCCCC/C=C\CCCCCCCCOC[C@H](COP(=O)([O-])OCC[N+](C)(C)C)OC(C)=O,7%[4.12 µM],nt,0%
N=c1sccn1CC(=O)NCCc1ccc(Cl)cc1,1%,-6%,-19%
CN(CC(=O)NC1CC(C)(C)NC(C)(C)C1)S(=O)(=O)c1ccc(Br)cc1,0%,-8%,-4%
O=C(Cc1ccc(Cl)cc1)Nc1ccc2oc(-c3ccccc3F)nc2c1,?,-2%,-5%
O=C(c1[nH]c2ccccc2c1Sc1ccc(Cl)cc1)N1CCCCC1,?,-11%,0%
S=c1oc(-c2ccncc2)nn1CCc1ccncc1,2%,0%,-9%
c1ccc(Cn2nnc3c(Nc4ccc5c(c4)OCO5)nc(C4CC4)nc32)cc1,?,-20%,0%
COc1ccc(OC(C)C(=O)Nc2cccnc2)cc1 (stereo unspecified),-18%,8%,-2%
COC(=O)c1cc(COc2ccc3c4c(c(=O)oc3c2)CCCC4)c(C)o1,1%,10%,0%
Cc1cc(C)c2cc(C#N)c(SCC(=O)Nc3ccc4c(c3)OCO4)nc2c1,-7%,-6%,-6%
Oc1ccccc1C=NCc1ccccc1,5%,nt,-4%
COCc1cc(O)c(O)c(O)c1-c1c(COC)cc(O)c(O)c1O,5µM*,1.6µM*,0%&2%
COc1ccc(NC(=O)CSc2nnc(CNc3ccc(F)cc3)o2)c(OC)c1,11%,-1%,-4%
COc1cc([N+](=O)[O-])ccc1NC(=O)NNC(=O)C(C)Oc1ccc(F)cc1F (stereo unspecified),?,-1%,-4%
Nc1cc(N)nc(SCC(=O)NC(=O)NC2CCCC2)n1,-5%,1%,-4%
COc1ccc(C(=O)OCC(=O)NC(C)(C)C)cc1[N+](=O)[O-],-21%,-1%,0%
COc1ccccc1CN1CC(C(=O)N(C)Cc2[nH]c3ccccc3c2C)CCC1=O (stereo unspecified),?,2%,-14%
Cc1ccc(CNC(=O)Cn2c(=O)cc(C(F)(F)F)c3c(C)nn(C)c32)cc1,-23%,-1%,2%
CCOC(=O)c1c(C)[nH]c(C)c1S(=O)(=O)N1CCCC(C(=O)N2CCN(c3ccccc3)CC2)C1 (stereo unspecified),?,3%,1%
CCOc1ccc(N=CC2=C(O)CC(c3ccco3)CC2=O)cc1 (stereo unspecified),-22%,4%,-6%
Cc1ccc(S(=O)(=O)c2nc(-c3ccc(F)cc3)oc2SCC(=O)NC2CCCCC2)cc1,-2%,31%,-5%
CCOc1cc(/C=N/Nc2cccc(C(=O)O)c2)ccc1OC(=O)c1ccccc1,7%,-13%,14%
O=C(CN1CCN(c2nc(-c3ccccc3)cs2)CC1)NCc1ccc2c(c1)OCO2,?,-10%,-9%
CCC(CC)C(=O)Nc1nnc(S(=O)(=O)N2CCc3ccccc32)s1,10%&-24%,-13%&21%,1%&-1%
O=C(C[C@H]1C/C=C\CC[C@@H](Cc2ccc(F)cc2)C(=O)OC[C@H]2CCCN2C1=O)NCCO,-19%,0%,3%
Cc1nc([N+](=O)[O-])c(NCCCO)n1Cc1ccccc1,18%,3%,-9%
NC(=O)c1ccc(C(F)(F)F)n(Cc2ccccc2Cl)c1=O,?,-17%,-3%

Later entries:
Compound,DT40 TDP1 CPT,FEN1 inhibitor,GCN5L2 inh
CCCn1c2ccccc2c2cnn(CC(=O)N(Cc3ccccc3)C(C)C)c(=O)c21,23µM*,1%,-9%
Cc1ccsc1C(=O)N1CCCC(CO)(Cc2ccccc2F)C1 (stereo unspecified),-23%,-2%,1%
COc1ccc(-c2nnn(CC(=O)NCCc3c[nH]c4ccccc34)n2)cc1OC,?,9%,-16%
COc1cc(CNCCNC(=O)c2nonc2N)ccc1OCc1ccc(Cl)nc1,?,17%,-3%
Cc1n[nH]c(=O)nc1NCc1ccco1,3%,-1%,4%
CCOC(=O)CSc1nnnn1-c1cc(OC)ccc1OC,-11%,-6%,-4%
COc1cc2ccccc2cc1C(=O)Nc1ccc(CN2CCOCC2)cc1,?,5%,-2%
O=c1[nH]c2ccc(S(=O)(=O)N3CCN(c4ccccc4)CC3)cc2[nH]c1=O,-15%,56µM*,1%
COc1ncc2nc(-c3cc(F)cc(F)c3)c(=O)n(Cc3cccs3)c2n1,15%,nt,-14%
O=C(NCc1ccc2c(c1)OCO2)c1ccc(Br)o1,-3%,17%,-10%
Cc1ccc(S(=O)(=O)N2CCN(C(=O)COC(=O)CCOc3ccccc3C)CC2)c(C)c1,0%,-14%,-9%
CCOC(=O)N1CCN(C(=O)c2ccc(NC(=O)c3ccc(C)cc3)cc2)CC1,-88%,-12%,2%
CCCCC(OC(=O)c1cc2occc2n1C)C(=O)NCC1CCCO1 (stereo unspecified),-17%,13%,-6%
N#CNC(=Nc1ccccc1F)SCc1ccc(C(=O)O)cc1,20%,-6%,0%
CC(C)=NOC(=O)c1ccc(-c2ccccc2)cc1,-13%,-6%,-1%
CCCN1C(=O)/C(=N\OCC(=O)NC23CC4CC(CC(C4)C2)C3)c2ccccc21,16µM*,2%,-4%
Nc1nc(CN2CCN(Cc3ccc4c(c3)OCO4)CC2)nc(Nc2ccccc2)n1,1%,2%,-1%
COc1ccc(CN(Cc2ccco2)c2cnc(S(C)(=O)=O)nc2C(=O)Nc2ccc(C)c(C)c2)cc1,?,-10%,-9%
CC1(C)C(=O)OC(c2c3ccccc3cc3ccccc23)C(C)(C)C1=O (stereo unspecified),?,-10%,-3%
Cc1cc(C)nc(Nc2n[nH]c(C)n2)n1,-19%,17%,1%
Cc1c(O)c(CN2CCCC2)cc2c1oc(=O)c1ccccc12,?,-11%,-4%
Cc1ccc(S(=O)(=O)NC(CC(C)C)C(=O)N2CCCC2)cc1 (stereo unspecified),?,3%,0%
Cc1cccc(N(Cc2nnc3n2CCCCC3)C(=O)Nc2ccccc2)c1,0%,-8%,-22%
CCn1c(C(=O)N2CCCC(C(=O)N3CCN(c4cc(C)ccc4C)CC3)C2)cc2sccc21 (stereo unspecified),?,-14%,-8%
N#CCCN1CCN(C2=NC(=O)/C(=C\c3cccs3)S2)CC1,20%,-1%,-18%
CCC(NC(=O)C1CCC1)c1ccccc1 (stereo unspecified),-13%,-11%,-2%
CC(C)(C)c1ccc(C(=O)Cn2nc(C(=O)O)c3ccccc3c2=O)cc1,?,3%,-4%
CNc1cc[n+](C)c2ccccc12,-2%,-21%,nt
FC(F)(F)c1ccccc1-c1nc(-n2ccnc2)c2ccccc2n1,5%,nt,-19%
Cc1ccc(O)c(C(=O)c2cnn(C(=O)c3cccc(S(=O)(=O)N(C)C)c3)c2)c1,?,-11%,-4%
CCOC(=O)c1sc(NC(=O)CSc2nc(C)cc(-c3ccccc3)n2)c(C#N)c1C,1%,8%,-9%
Cc1ccc(C(=O)Nc2nnc(S(=O)(=O)N3CCOCC3)s2)cc1,-20%&-2%,-2%&2%,-11%&-7%
Cc1cccnc1NC(=O)c1c(O)c2ccccc2n(C)c1=O,?,-5%,0%
CCCNC(=O)C(Cc1ccc(F)cc1)NC(=O)c1ccccc1 (stereo unspecified),-25%,13%,1%
Cc1ccoc1C(=O)N1CCCC(CCC(=O)N2CCN(c3ccccn3)CC2)C1 (stereo unspecified),?,8%,-4%
Cn1c(=O)c2ncn(CC(=O)NCCOc3ccccc3)c2n(C)c1=O,-8%,-2%,-2%
COCCCNC(=S)N/N=C/c1ccc2c(c1)OCO2,5%,3%,-8%

One compound at a time (already shown). Order of screens: DT40 TDP1 CPT, FEN1 inhibitor, GCN5L2 inh
`CCOC(=O)c1sc(NC(=O)CSc2nc(C)cc(-c3ccccc3)n2)c(C#N)c1C` is listed with 1%, 8%, -9%
`Cn1c(=O)c2ncn(CC(=O)NCCOc3ccccc3)c2n(C)c1=O` is listed with -8%, -2%, -2%
`Cc1ccoc1C(=O)N1CCCC(CCC(=O)N2CCN(c3ccccn3)CC2)C1` (stereo unspecified) is listed with ?, 8%, -4%
`COCCCNC(=S)N/N=C/c1ccc2c(c1)OCO2` is listed with 5%, 3%, -8%
`Cc1ccc(C(=O)Nc2nnc(S(=O)(=O)N3CCOCC3)s2)cc1` is listed with -20%&-2%, -2%&2%, -11%&-7%

Three entries already listed, sorted by count of non-hydrogen atoms, low to high.
Compound,DT40 TDP1 CPT,FEN1 inhibitor,GCN5L2 inh
CCCNC(=O)C(Cc1ccc(F)cc1)NC(=O)c1ccccc1 (stereo unspecified),-25%,13%,1%
Cn1c(=O)c2ncn(CC(=O)NCCOc3ccccc3)c2n(C)c1=O,-8%,-2%,-2%
Cc1ccoc1C(=O)N1CCCC(CCC(=O)N2CCN(c3ccccn3)CC2)C1 (stereo unspecified),?,8%,-4%
